Assay outcomes from PubChem BioAssay.
TbPYK inhibitor: qHTS of Trypanosoma Brucei Inhibitors; pyruvate kinase (Trypanosoma brucei), Q57TT1; TbPYK enzyme, Kinase-Glo Plus ATP luminescence, 45 min; Potency, µM (series often up to 76.8 µM), for the others: at the highest dose activity, negative = inhibition, hits mostly inhibitors; 0.12% of 410,000 active; AID 624173, 2012; note: potency is the fitted concentration of half-maximal effect; % is set by controls: 0 for no effect and ±100 for the full control effect; nearly all actives have a fitted effect of over 50% in size
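Screened from lowest to highest concentration, compounds were pinned into TbPYK/substrate mixtures, and ADP (130 uM final) was added. Plates sat at room temperature for 45 min prior to Kinase-Glo Plus detection by luminescence.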
AmpC no deterg: qHTS Inhibitors of AmpC Beta-Lactamase (assay without detergent); P00811; AmpC nitrocefin hydrolysis, absorbance 480 nm, 0.0001% Triton; Potency, µM (doses to about 57.1 µM), for inactives: top-dose activity change, negative = inhibition, usual class: inhibitors; 0.52% of 330,000 active; AID 485341, 2010;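 note: potency is the fitted concentration of half-maximal effect; plate controls were no compound for no effect and no enzyme for full effect; nearly all actives have a fitted effect of over 20% in size; some results filed as inactive show a strong effect at the top dose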
Target sequence (P00811 whole entry, looked up): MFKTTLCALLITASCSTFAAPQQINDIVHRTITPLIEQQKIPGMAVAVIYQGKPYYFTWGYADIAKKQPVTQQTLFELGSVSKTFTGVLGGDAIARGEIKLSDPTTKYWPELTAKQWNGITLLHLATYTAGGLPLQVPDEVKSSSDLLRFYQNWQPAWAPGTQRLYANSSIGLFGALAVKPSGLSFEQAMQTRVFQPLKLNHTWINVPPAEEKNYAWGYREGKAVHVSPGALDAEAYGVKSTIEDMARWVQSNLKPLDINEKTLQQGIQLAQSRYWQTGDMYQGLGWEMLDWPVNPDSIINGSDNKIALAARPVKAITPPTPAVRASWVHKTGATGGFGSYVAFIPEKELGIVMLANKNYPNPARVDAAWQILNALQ
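20 mM phosphate pH 7.0 + 0.01% (detergent screen) or 0.0001% Triton X-100; 5.3 nM AmpC reagent; cpd preinc 15 min RT; nitrocefin (800 uM stock) to start; A480 q20 s × 4 min; Activity was normalised to no-enzyme and no-compound control wells.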
Shiga toxin inh: A qHTS for Small Molecule Inhibitors of Shiga Toxin; inhibition, % at 38.7 µM; AID 2315, 2010; Vero cells, Shiga toxin protein synthesis inhibition reporter; 9.2% of 290,000 active; in the data active = inhibition mostly above about 28%, no sharp cut-off; inactive = mostly below about 43%; note: 0% is about no effect
CHX counter: Cycloheximide Counterscreen for Small Molecule Inhibitors of Shiga Toxin; cell reporter, cycloheximide protein synthesis inhibition counterscreen; max response, %; 12% of 300,000 active; in the data active = max response mostly above about 13%, no sharp cut-off; inactive = mostly below about 14%; note: read at 38.3 µM for the half of the compounds with a filed dose; 0% is about no effect
LmPK inh: qHTS Assay for Inhibitors of Leishmania Mexicana Pyruvate Kinase (LmPK). purified LmPK, Kinase-Glo ATP luminescence, 1 h. Q27686. Potency, µM (doses to about 57.5 µM), for inactives: at the top dose activity change, negative = inhibition, actives largely listed as inhibitors. 0.37% of 290,000 active; note: potency is the fitted concentration of half-maximal effect; % is set by controls: 0 for no effect and ±100 for the full control effect
Target sequence (Q27686 whole entry, looked up): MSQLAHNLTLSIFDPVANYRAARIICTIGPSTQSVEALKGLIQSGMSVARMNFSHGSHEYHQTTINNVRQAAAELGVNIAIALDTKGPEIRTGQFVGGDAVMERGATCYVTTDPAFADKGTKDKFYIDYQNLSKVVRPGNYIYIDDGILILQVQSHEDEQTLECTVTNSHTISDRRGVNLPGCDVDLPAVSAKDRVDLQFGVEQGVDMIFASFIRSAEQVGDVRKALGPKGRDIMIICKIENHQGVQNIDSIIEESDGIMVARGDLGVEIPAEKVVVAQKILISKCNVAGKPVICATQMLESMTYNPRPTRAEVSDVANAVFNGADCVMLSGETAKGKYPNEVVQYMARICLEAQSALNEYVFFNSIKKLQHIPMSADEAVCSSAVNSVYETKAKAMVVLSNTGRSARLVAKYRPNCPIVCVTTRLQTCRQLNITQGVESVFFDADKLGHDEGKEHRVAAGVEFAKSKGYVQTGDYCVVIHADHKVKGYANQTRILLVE
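Purified LmPK (0.1 nM) converted ADP (0.1 mM) to ATP with PEP (0.5 mM) in imidazole buffer pH 7.2 with KCl and MgCl2, 1 h at room temperature. ATP was read by Kinase-Glo luminescence; data normalized to uninhibited and no-enzyme controls.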
Pf growth 96h: Primary qHTS for delayed death inhibitors of the malarial parasite plastid, 96 hour incubation; P. falciparum luciferase reporter growth, 96 h; Potency, µM (top dose mostly 28.7 µM), without a hit: at the highest dose activity change, negative = inhibition, most hits filed as inhibitors; 6.9% of 320,000 active; AID 504834, 2011; note: potency is the fitted concentration of half-maximal effect; % is set by controls: 0 for no effect and ±100 for the full control effect
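Compounds incubated with erythrocytes infected by luciferase-expressing P. falciparum (2% hematocrit, 0.05% parasitemia final) for 96 hours, 37 C in 5% CO2. Growth inhibition scored as decreased luciferase luminescence.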
Pf growth 48h: Primary qHTS for delayed death inhibitors of the malarial parasite plastid, 48 hour incubation | 5.9% of 310,000 active | Potency, µM (titrated, usually from 28.7 µM), for the others: at the highest dose activity change, negative = inhibition, most hits filed as inhibitors | P. falciparum luciferase growth in erythrocytes, 48 h; note: potency is the fitted concentration of half-maximal effect; % is set by controls: 0 for no effect and ±100 for the full control effect
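Firefly luciferase activity from engineered P. falciparum reports growth; inhibitors lower the luminescent signal. Cultures contained 2% hematocrit erythrocytes at 0.1% final parasitemia.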
* hit, by the source's call; ? = inconclusive; / = not tested or not shown; & = joins results of further samples; [ ] = remark or other dose. Unless noted, calls come from the whole dose curve; as a rule, active = well fitted curve in the direction sought with a large enough effect; inconclusive = small, poorly fitted or top-dose-only effect, or another doubt; inactive = no such curve, though single readings can be large; an effect the other way counts as inactive or inconclusive.

compound	LmPK inh	CHX counter	AmpC no deterg	Shiga toxin inh	Pf growth 48h	TbPYK inhibitor	Pf growth 96h
COCCCNC(=O)c1cc(-c2cccnc2)nc2ccccc12	0.2%	-1.7	0.8%	-2.8	11.1%	1.1%&-2.6%	?
COc1ccccc1P(=O)(Cc1ccccc1[N+](=O)[O-])c1ccccc1 (stereo not drawn)	-7.3%	-3.0	3.1%	-5.0	-24.6%	2.5%	?
S=C(NCc1ccccc1)NCc1ccco1	0.8%	13.8	-23.1%	-7.0	-2.9%	-8.4%	?
COc1cccc(C2c3c(-c4cc(Cl)c(C)cc4O)n[nH]c3C(=O)N2Cc2cccnc2)c1 (stereo not drawn)	2.0%	-2.4	-2.0%	-18.6	/	-4.0%	6.57µM*
CSc1ccc(/C=N/n2c(C3CCCCC3)n[nH]c2=S)cc1	-0.4%	-2.0	-29.4%	-7.3	-8.0%	?	?
COc1cccc(/C=N/NC(=O)c2cnccn2)c1O	-21.2%	37.3*	-5.3%	88.8*	?	-2.3%	-14.6%
CCCCn1c(N)c(N(CC(C)C)C(=O)c2cc3c(s2)CCC3)c(=O)[nH]c1=O	/	/	-14.2%	/	?	-4.0%	15.5%
CCOc1ccc(NC(=O)C(C)NC(=O)c2ccccc2Cl)cc1S(=O)(=O)N1CCCC1 (stereo not drawn)	/	/	-19.2%	/	?	0.6%	?
Cc1cc(NC(=O)CCl)n(-c2nc3ccccc3s2)n1	1.2%	0.9	-20.0%	24.5	6.2%	0.8%	19.1%
Cc1nc(Nc2ccccc2)sc1C(=O)c1ccccc1	4.2%	46.9*	-28.2%	58.3*	26.2%	-0.1%	?
CCC(CC)c1nnc(NC(=O)Cc2ccccc2[N+](=O)[O-])s1	1.6%	-4.7	-23.9%	-1.5	?	-14.4%	15.9%
CC(=O)Nc1ccc(S(=O)(=O)N(C)CC(=O)N/N=C/c2cccc(O)c2)cc1	7.9%	1.0	-19.4%	19.3	-19.1%	1.6%	19.9%
Cc1ccccc1N(CC(=O)Nc1ccc(S(=O)(=O)N2CCOCC2)cc1)S(C)(=O)=O	2.5%	-1.2	34.8%	5.3	?	2.0%	?
Cc1nc(SCn2nnc3ccccc3c2=O)c2c(C)c(C)sc2n1	2.0%	-4.1	-17.6%	-7.1	1.7%	/	?
COc1c(O)ccc(C2NC(=O)NC(C)=C2C(=O)Nc2ccccc2C)c1[N+](=O)[O-] (stereo not drawn)	1.2%	0.9	-32.6%	23.8	17.1%	-4.3%	?
COc1ccc(CCNC(=O)COC(=O)c2ccc(Br)o2)cc1OC	-2.5%	-4.3	-8.4%	-1.0	-2.0%	5.5%	/
CC1(C)Cc2c(sc(NC(=O)Cc3ccccc3)c2C#N)CO1	2.7%	0.8	-18.1%	23.9	29.0%	-1.3%	0.0%
Cc1cc(C)c(S(=O)(=O)NCc2cccnc2)c(C)c1	3.5%	7.1	-8.2%	2.4	0.0%	0.5%	217.1%[activator]
Cc1onc(-c2ccccc2Cl)c1C(=O)NNC(=O)c1ccccc1F	1.8%	13.5	-13.0%	21.9	22.2%	-4.1%	-28.4%
Cc1ccc(-c2csc3ncn(CC(=O)O)c(=O)c23)cc1C	-0.7%	-2.3	-6.4%	-5.0	3.9%	2.7%	27.7%
O=C(c1cccs1)N(Cc1ccco1)C1CCS(=O)(=O)C1 (stereo not drawn)	0.8%	-1.6	-13.3%	25.8	28.1%	-9.5%	5.22µM*
COc1ccc(C(=O)NC(=S)N(CCC(C)C)c2c(N)n(Cc3ccccc3)c(=O)[nH]c2=O)cc1	-3.4%	0.1	-12.3%	-1.4	8.4%	-6.1%	-14.5%
CCc1ccc2[nH]c(=O)c(CN(CCN3CCCC3)C(=O)NC3CCCCC3)cc2c1	1.0%	2.3	115.4%[activator]	6.4	?	-2.2%	?
N#Cc1cc2ccccc2nc1N	-1.7%	-2.4	-5.2%	9.0	18.3%	8.2%	16.4%
Cc1ccc2nc(SCC(=O)N3CCN(c4ccccc4)CC3)[nH]c2c1	-1.1%	1.3	8.9%	13.2	-28.2%	-1.8%	?

Ordered by formula weight (smallest number first): 15 of the compounds above
compound	LmPK inh	CHX counter	AmpC no deterg	Shiga toxin inh	Pf growth 48h	TbPYK inhibitor	Pf growth 96h
N#Cc1cc2ccccc2nc1N	-1.7%	-2.4	-5.2%	9.0	18.3%	8.2%	16.4%
COc1cccc(/C=N/NC(=O)c2cnccn2)c1O	-21.2%	37.3*	-5.3%	88.8*	?	-2.3%	-14.6%
Cc1cc(C)c(S(=O)(=O)NCc2cccnc2)c(C)c1	3.5%	7.1	-8.2%	2.4	0.0%	0.5%	217.1%[activator]
Cc1nc(Nc2ccccc2)sc1C(=O)c1ccccc1	4.2%	46.9*	-28.2%	58.3*	26.2%	-0.1%	?
O=C(c1cccs1)N(Cc1ccco1)C1CCS(=O)(=O)C1 (stereo not drawn)	0.8%	-1.6	-13.3%	25.8	28.1%	-9.5%	5.22µM*
CC1(C)Cc2c(sc(NC(=O)Cc3ccccc3)c2C#N)CO1	2.7%	0.8	-18.1%	23.9	29.0%	-1.3%	0.0%
CCC(CC)c1nnc(NC(=O)Cc2ccccc2[N+](=O)[O-])s1	1.6%	-4.7	-23.9%	-1.5	?	-14.4%	15.9%
Cc1ccc2nc(SCC(=O)N3CCN(c4ccccc4)CC3)[nH]c2c1	-1.1%	1.3	8.9%	13.2	-28.2%	-1.8%	?
COc1ccccc1P(=O)(Cc1ccccc1[N+](=O)[O-])c1ccccc1 (stereo not drawn)	-7.3%	-3.0	3.1%	-5.0	-24.6%	2.5%	?
Cc1nc(SCn2nnc3ccccc3c2=O)c2c(C)c(C)sc2n1	2.0%	-4.1	-17.6%	-7.1	1.7%	/	?
Cc1onc(-c2ccccc2Cl)c1C(=O)NNC(=O)c1ccccc1F	1.8%	13.5	-13.0%	21.9	22.2%	-4.1%	-28.4%
CCCCn1c(N)c(N(CC(C)C)C(=O)c2cc3c(s2)CCC3)c(=O)[nH]c1=O	/	/	-14.2%	/	?	-4.0%	15.5%
COc1c(O)ccc(C2NC(=O)NC(C)=C2C(=O)Nc2ccccc2C)c1[N+](=O)[O-] (stereo not drawn)	1.2%	0.9	-32.6%	23.8	17.1%	-4.3%	?
Cc1ccccc1N(CC(=O)Nc1ccc(S(=O)(=O)N2CCOCC2)cc1)S(C)(=O)=O	2.5%	-1.2	34.8%	5.3	?	2.0%	?
COc1ccc(C(=O)NC(=S)N(CCC(C)C)c2c(N)n(Cc3ccccc3)c(=O)[nH]c2=O)cc1	-3.4%	0.1	-12.3%	-1.4	8.4%	-6.1%	-14.5%

Further results follow.
compound	LmPK inh	CHX counter	AmpC no deterg	Shiga toxin inh	Pf growth 48h	TbPYK inhibitor	Pf growth 96h
CC1(C)C(=O)OC(/C=C/c2cccc([N+](=O)[O-])c2)C(C)(C)C1=O (stereo not drawn)	0.4%	-1.7	5.0%	12.6	11.0%	2.9%	32.2%[activator]
COc1cc(CN2CCNC(=O)C2CC(=O)NCCc2ncccc2C)cc(OC)c1 (stereo not drawn)	5.9%	-0.4	32.9%	6.0	?	-5.6%	?
COc1cc(-c2nnc(-c3ccccc3)o2)cc(OC)c1OC	1.0%	5.8	44.3%	10.8	?	-11.4%	?
O=C(Nc1ccccc1N1CCCCC1)c1ccc(-c2cccc(Cl)c2)o1	3.3%	2.1	-55.8%	10.7	-83.6%	-1.9%	?
Cc1ccc(S(=O)(=O)/N=C(/Nc2cccc(O)c2)c2ccccc2)cc1	2.6%	-3.0	-45.5%	-5.4	-6.5%	1.6%	71.8%[activator]
COc1cc2c(cc1OC)C(C(=O)N(C)C1CCCCC1)C1CCCCN1C2=O (stereo not drawn)	-0.5%	-3.0	6.4%	-12.7	13.7%	4.1%	?
